Menin-MLL TR inh – menin-MLL binding inhibition, Texas Red mutant peptide. O00255. hit rate 0.23% among 270,000. Potency, µM (titrated, usually from 61.6 µM), for inactives: top-dose FP activity change, negative = inhibition, actives largely listed as inhibitors. Menin + Texas Red MLL mutant peptide, fluorescence polarization; active = well fitted inhibition curve with a large enough effect in the polarisation, with a control signal flat, not every such curve was filed as active; inconclusive = small, poorly fitted or top-dose-only effect, or effect the other way, or a change in a side signal; inactive = no such curve, though single readings can be large or run the other way; the % refers to the polarisation; also: potency is read from the fitted curve at half-maximal effect; % of control where 0% means no effect; many of its hits are not listed in these tables
Chronic BCR inh – chronic active BCR signaling inhibition; hit rate 0.05% among 340,000; Potency, µM (series often up to 46.1 µM), for inactives: at the top dose ratio change, negative = lower green/red ratio, usual class: inhibitors; ABC-DLBCL IkBa-CBG/CBR reporter, luminescence ratio, 4 h; active = well fitted inhibition curve with a large enough effect in the signal ratio, with a control signal flat, not every such curve was filed as active; inconclusive = small, poorly fitted or top-dose-only effect, or effect the other way, or a change in a side signal; the % refers to the signal ratio;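 also: potency is read from the fitted curve at half-maximal effect; plate controls were basal doxycycline-induced cells for no effect and cells given 10 µM MG132 for full effect; MG132 reads +100%, hits lower the ratio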
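Cell line TMD8 (human ABC DLBCL), stably expressing tet-inducible CBG68-IkBa fusion and CBR; IMDM/0.5% FBS; cpd up to 46 uM; dox induction, 4 h, 37C/5% CO2; dual luminescence; green/red ratio; MG132 control.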
MBNL1-CUG inh – MBNL1-poly(CUG) RNA binding inhibition. Q9NR56. hit rate 0.036% among 280,000. AID 2675. Potency, µM (top dose mostly 57.5 µM), for the others: at the top dose activity change, negative = inhibition, most hits filed as inhibitors. TR-FRET MBNL1-His/biotin-(CUG)12 binding, 665/545 ratio; active = well fitted inhibition curve with a large enough effect in the signal ratio, with a control signal flat, not every such curve was filed as active; inconclusive = small, poorly fitted or top-dose-only effect, or effect the other way, or a change in a side signal; inactive = no such curve, though single readings can be large or run the other way; the % refers to the signal ratio; also: potency is read from the fitted curve at half-maximal effect; % is scaled to controls: 0 for no effect and ±100 for the full control effect
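Ratiometric TR-FRET (665 over 545 nm, excitation 340 nm) tracks disruption of MBNL1-His/biotin-(CUG)12 complex after 60 min at room temperature, with compounds at 92 nM to 58 uM final.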
PKM2 act – activators of human pyruvate kinase M2 | purified PKM2, Kinase-Glo ATP luminescence, activation; response scale: 0% is enzyme alone, no compound | Potency, µM (series often up to 57.5 µM), for inactives: at the top dose activation, most hits filed as activators | hit rate 0.34% among 260,000 | AID 1631; also: potency is read from the fitted curve at half-maximal effect; % is scaled to controls: 0 for no effect and ±100 for the full control effect; nearly all actives have a fitted effect of over 55% in size
Target sequence (P14618 whole entry, looked up): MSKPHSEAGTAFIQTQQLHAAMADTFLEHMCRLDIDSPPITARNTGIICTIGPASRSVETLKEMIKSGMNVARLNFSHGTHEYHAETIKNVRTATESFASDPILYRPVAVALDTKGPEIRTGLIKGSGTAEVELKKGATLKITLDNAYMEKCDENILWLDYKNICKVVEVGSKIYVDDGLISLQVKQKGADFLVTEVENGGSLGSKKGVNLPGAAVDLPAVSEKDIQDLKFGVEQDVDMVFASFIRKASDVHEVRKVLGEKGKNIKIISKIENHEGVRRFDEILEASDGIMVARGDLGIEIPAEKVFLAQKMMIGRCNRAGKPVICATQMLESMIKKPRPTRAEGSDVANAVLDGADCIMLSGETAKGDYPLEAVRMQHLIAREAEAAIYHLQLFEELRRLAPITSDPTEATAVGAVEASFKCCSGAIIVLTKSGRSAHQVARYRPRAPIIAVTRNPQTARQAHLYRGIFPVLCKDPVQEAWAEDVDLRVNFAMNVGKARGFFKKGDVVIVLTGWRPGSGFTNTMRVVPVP
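Purified hPK-M2 (>95%) run at intermediate activity with 0.1 mM ADP and 0.5 mM PEP in 50 mM imidazole pH 7.2, KCl, MgCl2; 1 h room temperature. ATP formed read by Kinase-Glo luminescence; normalized to uninhibited and no-enzyme controls.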
S-ASM inh – human S-ASM enzyme inhibition; P17405; placental ASM, HMU-PC fluorogenic substrate, 60 min; Potency, µM (highest dose often 57.5 µM), inactives show top-dose activity change, negative = inhibition, usual class: inhibitors; hit rate 0.006% among 340,000; also: potency is read from the fitted curve at half-maximal effect
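qHTS format. ASM enzyme prepared from human placenta hydrolyses the fluorogenic substrate HMU-PC0 (9 uM final) over 60 min at 37 °C after a 10 min compound preincubation.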
GALK inh – galactokinase (human) inhibition; AID 1868; P51570; Purified GALK, Kinase-Glo residual ATP luminescence; hit rate 0.007% among 270,000; Potency, µM (top dose mostly 57.5 µM), without a hit: at the top dose activity change, negative = inhibition, hits mostly inhibitors; also: potency is read from the fitted curve at half-maximal effect; % is scaled to controls: 0 for no effect and ±100 for the full control effect
Target sequence (P51570 whole entry, looked up): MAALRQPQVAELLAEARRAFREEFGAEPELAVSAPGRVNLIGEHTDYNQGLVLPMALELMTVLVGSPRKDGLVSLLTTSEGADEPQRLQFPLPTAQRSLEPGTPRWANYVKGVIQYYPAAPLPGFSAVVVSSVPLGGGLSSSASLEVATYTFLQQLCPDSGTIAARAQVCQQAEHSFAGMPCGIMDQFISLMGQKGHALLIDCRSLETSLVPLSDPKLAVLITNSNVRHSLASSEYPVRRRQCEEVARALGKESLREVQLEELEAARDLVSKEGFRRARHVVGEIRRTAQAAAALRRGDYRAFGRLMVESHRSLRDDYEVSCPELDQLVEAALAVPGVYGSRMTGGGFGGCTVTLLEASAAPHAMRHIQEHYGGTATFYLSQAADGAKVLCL
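Human GALK (5 nM) with 35 uM ATP and 100 uM galactose in 20 mM HEPES pH 8.0, 5 mM MgCl2, 60 mM NaCl, 1 mM DTT, 0.01% BSA. After 1 h at room temperature, leftover ATP was read by Kinase-Glo Plus luminescence.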
hERG WT inh – KCNH2 (human, wildtype) channel inhibition; Q12809; U2OS, BacMam KCNH2, thallium flux FluxOr; active compounds read low; activity change, % at 1.84 µM; hit rate 0.37% among 340,000; AID 720551;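 active = maximum activity change below -70%; inconclusive = maximum activity change between -70% and -50%; inactive = maximum activity change above -50%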; also: % is scaled to controls: 0 for no effect and ±100 for the full control effect
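U2OS cells were transduced with wild-type KCNH2 virus (2.03 x 10^8 / mL) for 4 h at room temperature, then cultured overnight at 37 C. Thallium flux was read with FluxOr dye. Rate constants were normalized to DMSO controls.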
Mito fusion act – inhibitors of mitochondrial division or activators of mitochondrial fusion; S. cerevisiae fusion-defective mutant growth rescue, CellTiterGlo 48 h; Potency, µM (series often up to 46.1 µM), for inactives: at the top dose growth rescue (activation), actives largely listed as activators; hit rate 0.23% among 320,000; AID 485298;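 also: potency is read from the fitted curve at half-maximal effect; % of control where 0% means no effect; nearly all actives have a fitted effect of over 45% in size; temperature-sensitive fusion mutants such as fzo1-1 at 37 °C on non-fermentable ethanol glycerol medium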
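Yeast fusion mutant, YPEG (non-fermentable carbon), compound, 48 h at 37C non-permissive; CellTiterGlo added, 10 min RT, luminescence read. Rescued growth = division inhibition.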
TSHR antagonist – blocks TSH signaling through the human TSH receptor | hit rate 0.2% among 330,000 | P16473 | activity change, negative = inhibition, % at 11.5 µM | TSHR-expressing cells, TSH-stimulated cAMP HTRF, 2 h; active compounds read low | AID 504810;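 active = activity change below a set negative limit, meaning inhibition stronger than a set level, cut at about -70% in these data; inconclusive = activity change between two set negative limits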; also: % is scaled to controls: 0 for no effect and ±100 for the full control effect
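Inhibition of cAMP made by TSHR-expressing cells under TSH stimulation (4nM final, EC80; 2 h, 37 deg C) is quantified with a one-step lysis HTRF kit, anti-cAMP cryptate versus cAMP-d2.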
Eya2 inh – Eya2 (human) phosphatase inhibition | recombinant Eya2, OMFP fluorescence dephosphorylation (OMFP is methylfluorescein phosphate) | hit rate 0.006% among 330,000 | O00167 | AID 488837 | Potency, µM (highest dose often 76.9 µM), inactives show at the highest dose activity, negative = inhibition, actives largely listed as inhibitors; also: potency is read from the fitted curve at half-maximal effect; % is scaled to controls: 0 for no effect and ±100 for the full control effect
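Eya2 protein (added as 0.2 uM solution) was preincubated with compound for 10 min at ambient temperature in 50 mM HEPES pH 7.5, 50 mM NaCl, 5 uM MgCl2, 0.05% BSA, 1 mM DTT. OMFP (added at 50 uM) then reacted 10 min; fluorescence read at 485/525 nm.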
USP2a inh – inhibitors of human ubiquitin-specific protease USP2a; O75604; USP2 core, Ub-CHOP2 coupled fluorogenic reporter, 485/531; Potency, µM (doses to about 38.3 µM), for the others: top-dose activity change, negative = inhibition, usual class: inhibitors; hit rate 0.01% among 330,000; AID 463254;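 also: potency is read from the fitted curve at half-maximal effect; plate controls were DMSO wells for no effect and full inhibition by NEM control for full effect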
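Cell-free coupled assay: 10nM USP2 core preincubated 30min RT with compound in Tris-HCl pH 8.0/CaCl2/CHAPS buffer, then 25nM Ub-CHOP2 and 25nM reporter substrate; fluorescence (Ex 485/Em 531) read after 60min RT, normalized to NEM inhibition, concentration-response curves fitted.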
The depositor's hits bear a star; ? = inconclusive; . = no result given; [ ] = another dose, or the depositor's remark. Unless noted, calls follow the shape of the dose curve; as a rule, active = well fitted curve in the direction sought with a large enough effect; inconclusive = small, poorly fitted or top-dose-only effect, or another doubt; inactive = no such curve, though single readings can be large; an effect the other way counts as inactive or inconclusive. These rows are one share of the data (hit frequency here may not be typical).

structure	Menin-MLL TR inh	Chronic BCR inh	MBNL1-CUG inh	PKM2 act	S-ASM inh	GALK inh	hERG WT inh	Mito fusion act	TSHR antagonist	Eya2 inh	USP2a inh
CN(C(=O)COc1coc(CN2CCN(c3ccccc3)CC2)cc1=O)c1ccccc1	.	-7%	.	.	-1%	.	1	-1%	20	-20%	0%
CCc1nnc(NC(=O)c2cc(-c3ccccc3)nn2-c2ccccc2)s1	-6%	?	9%	0%	-5%	-4%	1	-1%	-28	-23%	0%
Cc1ccc(NS(=O)(=O)c2ccc(C(=O)N3CC(C)OC(C)C3)cc2)cc1 (stereo not drawn)	.	4%	?	-2%	-3%	-4%	-1	7%	17	3%	4%
CN(C(=O)c1c(Br)cnn1C)C12CC3CC(CC(C3)C1)C2	-9%	7%	2%	6%	.	0%	.	10%	-10	-4%	-2%
Cc1nc2ccc(NC(=O)c3ccc(Cl)nc3)cc2s1	.	3%	5%	-2%	1%	-1%	-3	-3%	0	-13%	8%
COc1ccc2nc(NC(=O)c3ccccc3C(=O)O)sc2c1	20%	?	3%	.	5%	4%	1	5%	3	6%	1%
CCC(CC)C(=O)c1c[nH]c(C(=O)NCCOC)c1	0%	?	5%	-3%	2%	-1%	4	-3%	-4	-7%	5%
O=C(CCSc1ccccc1)NC(=O)COC(=O)C1CCCCC1	13%	-19%	-4%	-7%	-1%	7%	3	0%	39	-4%	-11%
S=C1NC2=C(C(c3ccc(Br)cc3)N1)N1CCC2CC1 (stereo not drawn)	5%	-14%	-6%	0%	-5%	.	4	-3%	30	12%	2%
COc1ccccc1/C=C/C(C)=O	1%	?	-3%[11.5 µM]	-6%	13%	.	6	17%	-2	-4%	2%
C(=NCCCN1CCOCC1)c1ccc2c(c1)OCO2	2%	-1%	6%	1%	1%	0%	2	2%	4	-11%[15.4 µM]	1%
COc1ccc(/C=C(\C#N)C(=O)ONC2=NCCCCC2)cc1	-8%	0%	0%	15%	2%	0%	-7	0%	0	-2%	-5%
O=C1c2ccccc2NC(c2cccc(O)c2)N1c1ccccc1 (stereo not drawn)	-3%	0%	0%	.	120%[activator]	.	-2	-13%	-9	-6%	-1%
CC(=O)Nc1cccc(NC(=O)CCNC(=O)c2ccc(Cl)cc2)c1	-5%	-1%	0%	.	1%	-2%	-2	0%	2	-7%	0%
CCOC(=O)c1c(NC(=O)COc2ncnc3sccc23)sc2c1CCC2	11%	1%	-6%	0%	-15%	11%	-12	-1%	11	18%	2%
Cc1cc2nnc(SCC(=O)NCc3cccs3)n2c(N)n1	-1%	1%	4%	-3%	2%	8%	0	2%	0	-1%	-3%
C/C(=N\O)c1ccc2c3ccccc3n(C)c2c1	3%	?	7%	-3%	18%	-1%	13	-3%	4	6%	-9%
COC(=O)CCC(=O)Nc1ccccc1C(=O)Nc1ccccc1	30%[activator]	12%	-4%	-4%	2%	-1%	4	-1%	-2	-3%	-1%
CCn1c(SCC(=O)Nc2ccccc2N2CCOCC2)nnc1-c1ccccc1O	-14%	?	-3%	0%	0%	0%	-4	6%	-7	1%	3%
CCOC(=O)c1c(C)[nH]c(C(=O)N/N=C/c2cc([N+](=O)[O-])ccc2O)c1C	?	?	6%	-6%	-13%	-2%	-21	-1%	17	-8%	0%
O=C(Nc1ccccc1O)c1ccc2c(c1)C(=O)N(c1ccccc1)C2=O	20%	5%	-6%	2%	2%	0%	4	0%	-12	-2%	-1%
O=C(Nc1ncc(Cc2ccc(C(F)(F)F)cc2)s1)c1ccc(-c2cccc([N+](=O)[O-])c2)o1	?	-2%	2%	3%	-3%	0%	-3	-4%	-21	4%	1%
Nc1nc(-c2nonc2N)no1	-14%	8%	2%	1%	2%	1%	-5	5%	-1	11%	14%
COc1ccc(C2(C)NC(=O)N(CC(=O)Nc3cccnc3Cl)C2=O)cc1 (stereo not drawn)	10%	0%	-7%	0%	-1%	1%	2	-1%	10	-5%	1%
CC(C)(C)NC(=O)C(c1ccc(F)cc1)N(C(=O)CCC(=O)Nc1ccccn1)C1CCCC1 (stereo not drawn)	2%	0%	-5%	3%	3%	0%	-6	18%	-8	-8%	2%
COc1ccc(C(CNC(=O)COc2cccc(C(F)(F)F)c2)N2CCCC2)cc1 (stereo not drawn)	.	?	.	.	4%	.	16	1%	12	9%	1%
Cc1nc(-c2ccc(NC(=O)c3ccc(Br)o3)cc2)cs1	23%	?	50%[activator]	1%	-3%	5%	-2	-4%	-15	2%	-1%
CCOc1cc(CN2CCN(C(=O)c3ccco3)CC2)ccc1OC	3%	6%	1%	-6%	1%	3%	5	-3%	10	4%	-1%
Cc1ccc(NS(=O)(=O)N2CCOCC2)c(C)c1	-5%	5%	-7%	4%	-1%	-2%	7	3%	1	-3%	2%
Cc1ccc(OCC(=O)NNC(=O)C2CCN(c3ncccn3)CC2)cc1	?	7%	2%	-3%	2%	4%	-4	5%	12	-9%	2%
CCc1cc2c(=O)n3c(nc2s1)-c1[nH]c2ccc(OC)cc2c1CC3	4%	-2%	.	-9%	240%[activator]	-1%	3	2%	0	-3%	-3%
CCc1nnc(NC(=O)CCC(=O)NC2CC2)s1	.	-4%	-10%	.	-3%	7%	35	0%	-6	-9%	-5%
Cc1cccnc1NC(=O)c1cccc(S(=O)(=O)N2CCN(c3ccc(F)cc3)CC2)c1	.	6%	-7%	-11%	.	-4%	3	4%	-11	-8%	1%
Cc1noc(/C=C/c2ccco2)c1S(=O)(=O)N1CCC(C(=O)NC(C)c2ccccc2)CC1 (stereo not drawn)	4%[11.7 µM]	-1%	10%	3%	-3%	2%	-1	0%	-15	0%	0%
COc1ccc(C)cc1NC(=O)c1ccc2c(SCC(=O)O)c3c(nc2c1)CCCC3	.	4%	18%	0%	3%	4%	-2	1%	-31	-4%	0%
CCOC(=O)C1C(=O)N(O)CC1c1cccc(Oc2ccccc2)c1 (stereo not drawn)	-19%	0%	-18%	-3%	-12%	5%	-2	1%	-8	6%	3%
COc1ccccc1C(=O)NC(=S)Nc1ccccc1N1CCCC1	.	2%	3%	-6%	.	-2%	.	-10%	-5	1%	4%
CCOc1cccc(CNc2ccc(O)cc2)c1OCc1ccc(Cl)cc1	32µM*	13%	?	23%	-7%	.	-25	6%	-2	12%	3%

Exported field by field: part of the list above
> Cc1nc(-c2ccc(NC(=O)c3ccc(Br)o3)cc2)cs1
  Menin-MLL TR inh = 23%
  Chronic BCR inh = ?
  MBNL1-CUG inh = 50%[activator]
  PKM2 act = 1%
  S-ASM inh = -3%
  GALK inh = 5%
  hERG WT inh = -2
  Mito fusion act = -4%
  TSHR antagonist = -15
  Eya2 inh = 2%
  USP2a inh = -1%

> CCOc1cc(CN2CCN(C(=O)c3ccco3)CC2)ccc1OC
  Menin-MLL TR inh = 3%
  Chronic BCR inh = 6%
  MBNL1-CUG inh = 1%
  PKM2 act = -6%
  S-ASM inh = 1%
  GALK inh = 3%
  hERG WT inh = 5
  Mito fusion act = -3%
  TSHR antagonist = 10
  Eya2 inh = 4%
  USP2a inh = -1%

> Cc1ccc(NS(=O)(=O)N2CCOCC2)c(C)c1
  Menin-MLL TR inh = -5%
  Chronic BCR inh = 5%
  MBNL1-CUG inh = -7%
  PKM2 act = 4%
  S-ASM inh = -1%
  GALK inh = -2%
  hERG WT inh = 7
  Mito fusion act = 3%
  TSHR antagonist = 1
  Eya2 inh = -3%
  USP2a inh = 2%

> Cc1ccc(OCC(=O)NNC(=O)C2CCN(c3ncccn3)CC2)cc1
  Menin-MLL TR inh = ?
  Chronic BCR inh = 7%
  MBNL1-CUG inh = 2%
  PKM2 act = -3%
  S-ASM inh = 2%
  GALK inh = 4%
  hERG WT inh = -4
  Mito fusion act = 5%
  TSHR antagonist = 12
  Eya2 inh = -9%
  USP2a inh = 2%
